Screening results deposited in PubChem BioAssay by National Center for Advancing Translational Sciences (NCATS).
Apoferritin bind = binds horse apoferritin like a general anesthetic; P02791; apoferritin/1-aminoanthracene competitive binding, fluorescence; Potency, µM (doses to about 77.5 µM), for inactives: at the highest dose activity change, negative = displacement, actives largely listed as inhibitors; 0.074% of 350,000 active; AID 485281; note: potency is the fitted concentration of half-maximal effect; % is set by controls: 0 for no effect and ±100 for the full control effect; nearly all actives have a fitted effect of over 20% in size
Target sequence (P02791 2-175 limits assumed): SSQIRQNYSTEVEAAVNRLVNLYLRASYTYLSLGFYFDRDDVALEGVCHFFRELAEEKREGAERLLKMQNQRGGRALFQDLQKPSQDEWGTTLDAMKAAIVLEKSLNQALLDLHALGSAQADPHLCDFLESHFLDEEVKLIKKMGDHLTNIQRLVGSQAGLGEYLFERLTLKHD
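Read-out: endpoint 1-AMA fluorescence, excitation 380 nm and emission 535 nm, after compounds sit 10 min at room temperature with 10 uM horse-spleen apoferritin in 50% saturated 1-AMA/PBS. Values come from four-parameter Hill fits.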
Pol kappa inh = DNA polymerase kappa (human) inhibition; Q9UBT6; purified Pol kappa, fluorescent DNA synthesis assay, 10 min; Potency, µM (titrated, usually from 107 µM), without a hit: top-dose activity, negative = inhibition, usual class: inhibitors; 0.53% of 400,000 active; AID 588579; note: potency is the fitted concentration of half-maximal effect; % is set by controls: 0 for no effect and ±100 for the full control effect
Target sequence (Q9UBT6 whole entry, looked up): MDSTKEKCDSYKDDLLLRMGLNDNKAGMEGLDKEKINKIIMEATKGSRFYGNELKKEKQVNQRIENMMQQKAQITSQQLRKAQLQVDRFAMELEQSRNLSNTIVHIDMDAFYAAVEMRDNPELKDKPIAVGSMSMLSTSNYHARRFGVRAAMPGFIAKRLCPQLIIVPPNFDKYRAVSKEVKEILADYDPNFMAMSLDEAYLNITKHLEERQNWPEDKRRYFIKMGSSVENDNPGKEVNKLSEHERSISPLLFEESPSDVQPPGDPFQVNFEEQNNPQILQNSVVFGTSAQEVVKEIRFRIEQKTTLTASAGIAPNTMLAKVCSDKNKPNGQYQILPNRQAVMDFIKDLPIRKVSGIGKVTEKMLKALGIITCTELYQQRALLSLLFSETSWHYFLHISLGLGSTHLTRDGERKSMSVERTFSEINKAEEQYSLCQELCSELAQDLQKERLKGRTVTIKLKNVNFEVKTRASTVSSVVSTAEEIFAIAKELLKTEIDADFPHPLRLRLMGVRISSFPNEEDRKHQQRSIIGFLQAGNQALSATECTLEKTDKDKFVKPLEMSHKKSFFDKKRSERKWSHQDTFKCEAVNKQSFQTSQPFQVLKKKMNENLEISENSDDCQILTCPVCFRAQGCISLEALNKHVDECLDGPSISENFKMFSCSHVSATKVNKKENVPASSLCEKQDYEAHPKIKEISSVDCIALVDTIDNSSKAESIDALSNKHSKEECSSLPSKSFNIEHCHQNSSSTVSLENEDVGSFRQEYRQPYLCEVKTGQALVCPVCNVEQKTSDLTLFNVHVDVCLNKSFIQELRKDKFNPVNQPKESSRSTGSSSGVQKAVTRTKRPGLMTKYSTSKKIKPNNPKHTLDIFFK
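Pol kappa 10 nM + cpd, 15 min RT; start w/ substrate 50 nM final; fluorescence kinetic read, 0 and 10 min. Neg ctrl: buffer, no enzyme.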
Pol iota inh = DNA polymerase iota (human) inhibition | Q9UNA4 | Pol iota fluorescent replication assay, 10 min | Potency, µM (top dose mostly 115 µM), for the others: at the top dose activity, negative = inhibition, most hits filed as inhibitors | 1% of 390,000 active | AID 588590; note: potency is the fitted concentration of half-maximal effect
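Pol iota at 10 nM preincubated 15 min with compounds at room temperature; reaction started with fluorescent substrate, 50 nM final. Fluorescence read kinetically at 0 and 10 min; buffer-only wells as negative control.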
Pol beta inh = blocks human DNA polymerase beta activity; Potency, µM (series often up to 114 µM), for the others: top-dose activity change, negative = inhibition, actives largely listed as inhibitors; 1.3% of 340,000 active; P06746; Pol beta primer extension/strand displacement, fluorescence kinetic; note: potency is the fitted concentration of half-maximal effect; % is set by controls: 0 for no effect and ±100 for the full control effect
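Pol beta (10 nM) was preincubated with compound for 15 min at room temperature. The reaction was then started with 50 nM substrate and read immediately and after a further 10 min at room temperature.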
APE1 inh = APE1 (human) endonuclease inhibition; Potency, µM (doses to about 65.8 µM), inactives show at the top dose activity change, negative = inhibition, most hits filed as inhibitors; recombinant APE1, TAMRA/BHQ-2 abasic DNA cleavage fluorescence; 0.35% of 350,000 active;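 note: potency is the fitted concentration of half-maximal effect; plate controls were vehicle for no effect and reference inhibitor for full effect; nearly all actives have a fitted effect of over 55% in size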
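Enzyme (0.75 nM final) and test compound are incubated 15 min at room temperature before adding 50 nM quenched THF abasic-site duplex. Cleavage dequenches TAMRA, followed at 525/598 nm over three reads one minute apart.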
LDHA block = LDHA (human) enzyme inhibition; activity change, % (values are at about 110 or 230 µM); purified LDHA, NADH/diaphorase-resazurin fluorescence; active compounds read low; P00338; AID 1347041; 0.15% of 480,000 active; in the data active = activity change below about -30%; inconclusive = mostly about -25% to -30%;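 note: plate controls were DMSO wells for no effect and wells without enzyme for full effect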
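Resorufin fluorescence (ex540/em590), read at 0 and 20 min after diaphorase/resazurin addition, reports the NADH left after a 5 min room-temperature reaction of 2 nM human LDH5 with 0.06 mM NADH and 0.2 mM pyruvate.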
BLM helicase inh = blocks DNA unwinding by human BLM helicase; recombinant BLM DNA unwinding, fluorescence dequenching; Potency, µM (top dose mostly 56.1 µM), inactives show at the top dose activity change, negative = inhibition, hits mostly inhibitors; 0.2% of 350,000 active;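 note: potency is the fitted concentration of half-maximal effect; plate controls were vehicle for no effect and no enzyme for full effect; nearly all actives have a fitted effect of over 35% in size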
Pol eta inh = DNA polymerase eta (human) inhibition. Q9Y253. recombinant Pol eta, fluorescent DNA replication assay. Potency, µM (doses to about 114 µM), without a hit: at the highest dose activity change, negative = inhibition, actives largely listed as inhibitors. 1.2% of 390,000 active. AID 588591; note: potency is the fitted concentration of half-maximal effect; % is set by controls: 0 for no effect and ±100 for the full control effect
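Pol eta (10 nM) was preincubated with compounds for 15 min at room temperature, after which fluorescent replication substrate (50 nM final) was added to start the reaction. Fluorescence was read kinetically at 0 and 10 min.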
Glioma ERSR ind = ER stress response induction in glioma; U87-MG GRP78 promoter luciferase reporter, 16 h; Potency, µM, without a hit: at the highest dose activation, most hits filed as activators; 0.02% of 420,000 active; AID 602332; note: potency is the fitted concentration of half-maximal effect; series mostly up to about 76 µM; % of control where 0% means no effect; nearly all actives have a fitted effect of over 35% in size
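ERSR induction read as luciferase luminescence (Bright-Glo, 10 min at room temperature) in stably transfected human U87-MG glioma cells exposed to compounds for 16 h, using GRP78 as sensor.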
* marks the source's active call; other numbers are inactive results; ? = inconclusive; . = not tested or not shown; & = joins results of further samples; [ ] = dose if it differs, or a comment. Unless noted, calls come from the whole dose curve; as a rule, active = well fitted curve in the direction sought with a large enough effect; inconclusive = small, poorly fitted or top-dose-only effect, or another doubt; inactive = no such curve, though single readings can be large; an effect the other way counts as inactive or inconclusive. A portion of the library, so the mix of outcomes need not match the whole.

The line under a structure holds: Apoferritin bind, Pol kappa inh, Pol iota inh, Pol beta inh, APE1 inh, LDHA block, BLM helicase inh, Pol eta inh, Glioma ERSR ind
O=C(Nc1ccc(Cl)c(Cl)c1)c1ccc(Cn2c(=O)[nH]c3ccsc3c2=O)cc1
→ -7.8%, -9.6%, -23.4%, -8.6%, 10.1%, -32.2*, -4.7%, 2.0%, -2.4%
CNC(=O)c1cc(S(=O)(=O)NCc2ccncc2)ccc1OC
→ 0.9%, 4.8%, -5.4%, 12.3%, 13.9%, 1.5, -4.2%, 1.2%, -3.8%
CC(=O)Nc1ccc(NC(=O)CSc2nnc(NC(=O)C3CC3)s2)cc1
→ 3.0%, -16.5%, 22.6%, -0.3%, 19.4%, -4.0, -0.3%, -2.8%, -2.1%
Cc1ccccc1-c1cncnc1NC1CCNCC1
→ -1.2%, 7.4%[60.1 µM], ., ., 17.1%, ., 2.6%, ., -3.2%
CC(C)CCNC(=O)c1nnc(Cc2ccc(Cl)cc2)o1
→ ?, 15.1%, 32.4%[activator], 24.8%, -2.0%, -0.6, 1.0%, -13.3%, -4.5%
CCCOc1nc2ccccc2cc1/C=C/C(=O)O
→ 3.9%, 5.3%, 28.9%, 1.4%, -2.9%, -3.1, -5.8%, -13.4%, 1.3%
Cc1cc(OCC(=O)Nc2ccccc2F)nc(C(C)C)n1
→ 1.8%, 2.4%, 20.7%, 34.9%, 0.3%, -2.7, -0.9%, -12.3%, -2.2%
COc1ccc2c(=O)c3c(=O)n(CCc4ccccc4)c(C)nc3oc2c1
→ ., -16.7%, 24.9%, ., ., 0.9, ., 8.4%, -2.0%
Cc1ccc(N(C)/N=C/c2ccc(Cl)cc2Cl)nn1
→ -1.7%, 6.5%, 21.0%, ?, -4.5%, -2.0, -1.8%, -12.3%, 0.8%
CCN(CC)S(=O)(=O)c1ccc(C(=O)NCC(=O)N/N=C/c2ccccc2OC)cc1
→ -19.3%, -11.5%, 11.8%, 13.3%, 5.3%, -3.0, -6.3%, -8.6%, -2.7%
CC(=Nc1ccc(O)cc1)c1sc2ccccc2c1O
→ -9.6%, -9.2%, 16.1%, 15.4%, -8.3%, 2.3, -6.6%, 3.8%, 4.1%
c1ccc2c(c1)OCC(CNc1ncnc3nc[nH]c13)O2 (configuration not stated)
→ 9.0%, -6.2%, 18.5%, 3.7%, -3.6%, 0.0, -8.4%, -23.7%, -0.5%
CCOC(=O)C(=NCCOC)NNc1cc(Cl)ccc1Cl
→ 8.5%, -3.7%, 22.8%, 20.1%, -0.6%, -0.8, -0.3%, -23.5%, -2.5%
O=C(CN1C(=O)c2ccc([N+](=O)[O-])cc2C1=O)Nc1nnc(C2CC2)s1
→ ., -13.0%, -5.9%, ., -0.1%, 0.9, ., ?, -2.7%
CC(=O)c1c(C)[nH]c(C(=O)OCC(=O)Nc2cc(S(=O)(=O)N3CCCC3)ccc2Cl)c1C
→ ?, -10.8%, 22.5%, 22.7%, -2.9%, -5.8, 3.4%, -11.8%, -7.5%

Results in Pol kappa inh, Pol eta inh and Glioma ERSR ind, for some of the entries so far:
mol | Pol kappa inh | Pol eta inh | Glioma ERSR ind
Cc1ccccc1-c1cncnc1NC1CCNCC1 | 7.4%[60.1 µM] | . | -3.2%
CC(C)CCNC(=O)c1nnc(Cc2ccc(Cl)cc2)o1 | 15.1% | -13.3% | -4.5%
CCCOc1nc2ccccc2cc1/C=C/C(=O)O | 5.3% | -13.4% | 1.3%

(cont.)
The line under a structure holds: Apoferritin bind, Pol kappa inh, Pol iota inh, Pol beta inh, APE1 inh, LDHA block, BLM helicase inh, Pol eta inh, Glioma ERSR ind
Cc1ccc(S(=O)(=O)N2CCC(C(=O)NCc3ccccc3Cl)CC2)cc1
→ -12.6%&0.3%, -4.3%[60.1 µM], 17.8%&5.8%, 27.5%&-13.1%, -1.7%, -2.0&-0.9, 0.3%&-13.1%, 7.9%&-12.9%, -2.0%&1.6%
COC(=O)c1sc2nc(C)nc(SCC(=O)N3CCC(C(=O)O)CC3)c2c1C
→ -6.3%, 3.6%, 18.5%, 0.9%, 1.0%, 2.1, -4.2%, -3.8%, 5.2%
Cn1c(SCC(=O)NCc2ccc3c(c2)OCO3)nnc1-c1cccs1
→ -12.1%, -4.1%, 23.7%, 2.6%, -2.9%, -2.1, -2.6%, -11.8%, 0.2%
COc1ccc(-c2nnc(C)c3nocc23)cc1
→ -11.3%, -21.6%, ?, 33.8%, 16.0%, 4.2, -4.4%, ?, -4.6%
CC(C)(C)NC(=O)Cn1c(SCC(=O)NC2CCCC2)nc2ccccc21
→ 9.2%, 2.3%, -15.1%, 45.7%, 12.1%, -4.6, 1.1%, -14.6%, -3.4%
CCOC(=O)C1CCN(C(=O)COC(=O)c2oc3ccccc3c2C)CC1
→ ., -3.4%, 44.2%[activator], ., 11.6%, -8.2, ., -5.6%, -5.5%
CCOC(=O)c1[nH]c2cc3c(cc2c1NC(=O)CN1CCCCC1C)OCO3 (configuration not stated)
→ ?, ., ., -3.7%, 12.0%, ., -6.3%, ., .
O=C(COC(=O)CC1CC2CCC1C2)NCc1ccc(F)cc1 (configuration not stated)
→ ., -10.1%, 45.9%[activator], ., 3.9%, -1.8, ., -22.2%, 1.6%
COc1ccc(-c2nc(CCNC(=O)c3cc(OC)c(OC)c(OC)c3)cs2)cc1
→ -5.2%, -2.1%[60.1 µM], 4.1%, 5.0%, ., 0.9, -1.3%, -2.5%, -1.0%
CC1=C(C(=O)OCc2ccccc2)N2C(=O)[C@@H](NC(=O)COc3ccccc3)[C@H]2SC1
→ 4.7%, -2.2%&-21.5%, -9.8%&-4.2%, -2.7%, 31.4%, -4.5, -3.9%, -13.2%, -5.0%&-4.1%
COc1cccc2cc(C(=O)NCc3ccc(F)cc3)c(=N)oc12
→ -3.7%, 8.1%, -3.6%, 32.3%, 10.2%, 3.4, -4.9%, -11.7%, -2.9%
CCOc1ccc(NC(=O)CSc2nc3cccnc3n2CCOC)cc1
→ 5.9%, 13.2%, -10.9%, 7.2%, -0.2%, 8.2, 3.2%, -10.0%, 7.1%
COc1ccc(-c2csc(NC(=O)COC(=O)Cc3ccc(Cl)cc3Cl)n2)cc1
→ -17.9%, ., ., 0.7%, 0.5%, ., -6.5%, ., .
CCOC(=O)N1CCC(N2CCN(Cc3ccc(C)o3)C(CCO)C2)CC1 (configuration not stated)
→ -5.3%, -4.2%, 47.4%[activator], 13.3%, -5.9%, -5.7, -2.6%, 2.9%, -3.6%
Cc1ccnc(NC(=O)CCCOc2ccccc2)c1
→ -15.9%, 4.5%, 16.3%, 1.9%, -2.8%, 1.2, -0.3%, -12.5%, 2.7%
COc1cc(C[C@H](C)[C@H](C)Cc2ccc3c(c2)OCO3)ccc1O
→ -8.5%, -10.0%, 1.5%, -2.0%, -1.7%, -0.7, -12.4%, -27.2%, -3.9%
Cc1ccc(Cl)cc1N(C)C(=O)c1cnc(N2CCOCC2)c2ccccc12
→ 5.6%, -4.4%[60.1 µM], ?, 4.5%, ., -2.9&1.1, -0.6%, -17.4%, -2.7%
CC1(C)N([O-])C2=C(c3ccccc3C2=O)[N+](=O)C1(C)C
→ -9.1%, -16.3%, ?, -2.9%, 2.3%, 17.1, -2.6%, -1.5%, ?
CC(=O)N1CCCc2cc(S(=O)(=O)N(C)CC(=O)Nc3cccc(Cl)c3C)ccc21
→ -10.7%, -6.0%[60.1 µM], 18.1%, 1.9%, ., -6.7, -1.5%, -27.3%, -3.1%
O=C(COC(=O)COc1cccc(F)c1)NCC1CCCCC1
→ ., -9.4%, 3.6%, ., 44.8%, -1.3, ., -6.0%, 8.3%
CCOC(=O)Cc1csc(NC(=O)NC2(C(F)(F)F)Oc3ccccc3O2)n1
→ -16.1%, -4.0%, 9.6%, 3.4%, ?, 27.1, -4.0%, -10.6%, 15.8%
CN1CC(=O)NC1=NC(=O)C12CC3CC(CC(C3)C1)C2
→ ?, 1.3%, 10.5%, 15.6%, 3.0%, -1.1, -1.7%, -3.2%, 0.6%
CCOC(=O)c1ccc(NC(=O)NCCOCCn2c(=O)oc3ccccc32)cc1
→ -16.5%, -1.0%, -5.7%, 42.9%, ., -1.2, -0.3%, -3.8%, 1.8%
Cc1onc(-c2ccccc2Cl)c1C(=O)OCC(=O)c1ccccc1
→ ?, -6.1%[60.1 µM], 6.2%, ?, 4.8%, -4.0, -10.6%, -5.7%, -0.5%
C#CCNC(=O)C1=C[C@H](C2CCCCC2)C[C@H](OCCCCO)O1
→ -11.9%, -1.5%, -7.2%, -18.1%, -0.6%, 2.5, -9.1%, -3.9%, -6.3%
Cc1ccc(C(=O)OCCc2sc[n+](Cc3ccccc3)c2C)cc1
→ -9.7%, -5.3%, 193.4%[activator], 3.4%[57.1 µM], 2.0%, -8.7, 0.7%, -19.8%, -3.1%
CN(Cc1cnccn1)C(=O)CC1C(=O)NCCN1CC(c1ccccc1)c1ccccc1 (configuration not stated)
→ -3.4%, 8.4%, 43.7%[activator], 28.1%, -7.0%, -0.5, -1.9%, -3.0%, -1.0%
Cc1ccc(NC(=O)C/C(N)=N/OC(=O)Nc2cccc(Cl)c2)cc1
→ ., 3.1%, 34.4%[activator], ., 14.3%, -2.4, ., -5.5%, 0.3%
O=C(CSc1nnc(CNC(=O)c2cccs2)o1)c1ccc(Cl)cc1
→ ?, 5.3%, -1.5%, -5.6%, -1.7%, 4.7, -0.6%, -9.7%, -5.1%
O=C(NC1(C(F)(F)F)N=C2SCCN2C1=O)c1cccnc1 (configuration not stated)
→ 0.2%, -1.3%, 4.8%, 8.6%, ?, -4.9, -0.9%, -8.6%, 0.8%
